Mito fusion yeast: inhibitors of mitochondrial division or activators of mitochondrial fusion; S. cerevisiae fusion-defective mutant growth rescue, CellTiterGlo 48 h; Potency, µM (doses to about 46.1 µM), for the others: at the highest dose growth rescue (activation), most hits filed as activators; actives 0.23% (n = 320,000); AID 485298;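 also: potency is read from the fitted curve at half-maximal effect; % of control where 0% means no effect; nearly all actives have a fitted effect of over 45% in size; temperature-sensitive fusion mutants such as fzo1-1 at 37 °C on non-fermentable ethanol glycerol medium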
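Growth-rescue viability read-out: after 48 h at the non-permissive 37C in glycerol/ethanol YPEG, yeast mitochondrial fusion mutants are measured by CellTiterGlo luminescence; compounds (23 nl pinned per well) restoring growth score as division inhibitors or fusion activators.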
ELG1 repair inh: inhibitors of ELG1-dependent DNA repair in HEK293T cells | HEK293T ELG1-luciferase reporter, luminescence, 16 h; DNA damage induced by 5-fluorouridine | actives 2.3% (n = 330,000) | Potency, µM (series often up to 46.1 µM), for inactives: at the top dose activity change, negative = inhibition, most hits filed as inhibitors; also: potency is read from the fitted curve at half-maximal effect; % is scaled to controls: 0 for no effect and ±100 for the full control effect; nearly all actives have a fitted effect of over 55% in size
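Reporter activity after DNA damage by 5-fluorouridine is monitored. Compound-treated cells incubate 16 hr at 37 °C, then ONE-Glo is added for 30 min before luminescence reading.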
USP2a inh: blocks human ubiquitin-specific protease USP2a; O75604; USP2 core, Ub-CHOP2 coupled fluorogenic reporter, 485/531; Potency, µM (highest dose often 38.3 µM), without a hit: top-dose activity change, negative = inhibition, hits mostly inhibitors; actives 0.01% (n = 330,000); AID 463254;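 also: potency is read from the fitted curve at half-maximal effect; plate controls were DMSO wells for no effect and full inhibition by NEM control for full effect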
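Cell-free coupled assay: 10nM USP2 core preincubated 30min RT with compound in Tris-HCl pH 8.0/CaCl2/CHAPS buffer, then 25nM Ub-CHOP2 and 25nM reporter substrate; fluorescence (Ex 485/Em 531) read after 60min RT, normalized to NEM inhibition, concentration-response curves fitted.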
AT treatment: potential ataxia-telangiectasia treatment | actives 0.19% (n = 320,000) | Potency, µM (doses to about 57.5 µM), for the others: at the highest dose activation, actives largely listed as activators | […] A-T fibroblasts, KAP-1 phosphorylation AlphaLISA; neocarzinostatin DNA damage 30 min before lysis; also: potency is read from the fitted curve at half-maximal effect; % of control where 0% means no effect; nearly all actives have a fitted effect of over 45% in size
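hTERT-immortalized A-T patient fibroblasts ([…]), 500 cells/well in OPTI-MEM, 1% FBS, got compounds for 60 min, then NCS for 30 min at 37C. Lysates were then assayed for phospho-KAP-1 by AlphaLISA (anti-pKAP1 donor, anti-KAP1 acceptor beads), 6 hr at 25C.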
KCNH2 WT inh: inhibitors of human wildtype KCNH2 potassium channel; Q12809; U2OS, BacMam KCNH2, thallium flux FluxOr; active compounds read low; activity change, % at 1.84 µM; actives 0.37% (n = 340,000); AID 720551;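 active = maximum activity change below -70%; inconclusive = maximum activity change between -70% and -50%; inactive = maximum activity change above -50%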; also: % is scaled to controls: 0 for no effect and ±100 for the full control effect
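U2OS cells were transduced with wild-type KCNH2 virus (2.03 x 10^8 / mL) for 4 h at room temperature, then cultured overnight at 37 C. Thallium flux was read with FluxOr dye. Rate constants were normalized to DMSO controls.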
TCR activator: activates T cell receptor signaling | Potency, µM (top dose mostly 9.22 µM), for the others: at the top dose activation of IL-2 secretion, most hits filed as activators | primary human leukocytes, anti-CD3, IL-2 HTRF, 48 h | 330,000 tested, under 10 active; also: % of control where 0% means no effect
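Primary human leukocytes were stimulated with a-CD3 beads plus compounds for 48 hr without co-stimulation; secreted IL-2 was quantified by HTRF using a-IL-2-K (europium cryptate) and a-IL-2-d2, excited at 320nm with acceptor emission read at 665nm.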
Eya2 inh: Eya2 (human) phosphatase inhibition; O00167; recombinant Eya2, OMFP fluorescence dephosphorylation (OMFP is methylfluorescein phosphate); Potency, µM (series often up to 76.9 µM), for the others: top-dose activity, negative = inhibition, actives largely listed as inhibitors; actives 0.006% (n = 330,000); AID 488837; also: potency is read from the fitted curve at half-maximal effect; % is scaled to controls: 0 for no effect and ±100 for the full control effect
Target sequence (O00167 whole entry, looked up): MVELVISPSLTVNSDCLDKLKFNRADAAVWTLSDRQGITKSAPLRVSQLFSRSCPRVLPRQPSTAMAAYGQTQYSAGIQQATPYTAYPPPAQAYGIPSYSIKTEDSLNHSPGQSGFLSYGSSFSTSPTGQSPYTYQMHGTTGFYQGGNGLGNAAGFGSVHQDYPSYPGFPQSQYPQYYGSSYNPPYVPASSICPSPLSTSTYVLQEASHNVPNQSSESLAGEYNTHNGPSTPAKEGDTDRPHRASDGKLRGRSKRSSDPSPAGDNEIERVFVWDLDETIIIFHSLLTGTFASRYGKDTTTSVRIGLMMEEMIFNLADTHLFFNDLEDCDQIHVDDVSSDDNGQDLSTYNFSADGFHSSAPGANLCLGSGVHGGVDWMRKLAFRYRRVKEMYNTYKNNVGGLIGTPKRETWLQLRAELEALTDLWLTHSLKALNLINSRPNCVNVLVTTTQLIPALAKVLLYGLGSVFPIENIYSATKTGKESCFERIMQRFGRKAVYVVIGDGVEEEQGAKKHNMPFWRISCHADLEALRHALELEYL
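Eya2 protein (added as 0.2 uM solution) was preincubated with compound for 10 min at ambient temperature in 50 mM HEPES pH 7.5, 50 mM NaCl, 5 uM MgCl2, 0.05% BSA, 1 mM DTT. OMFP (added at 50 uM) then reacted 10 min; fluorescence read at 485/525 nm.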
TSHR antag: blocks TSH signaling through the human TSH receptor; AID 504810; activity change, negative = inhibition, % at 11.5 µM; P16473; TSHR-expressing cells, TSH-stimulated cAMP HTRF, 2 h; active compounds read low; actives 0.2% (n = 330,000);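 active = activity change below a set negative limit, meaning inhibition stronger than a set level, cut at about -70% in these data; inconclusive = activity change between two set negative limits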; also: % is scaled to controls: 0 for no effect and ±100 for the full control effect
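TSHR-expressing cells were treated with compounds, then stimulated with TSH at EC80 (4nM final) for 2 hours at 37 deg C. Cellular cAMP was measured by HTRF competition between lysate cAMP and cAMP-d2 for a cryptate-labelled anti-cAMP antibody.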
KCNH2 3.1 block: KCNH2 3.1 (human) potassium channel inhibition. U2OS KCNH2 3.1, thallium flux FluxOr; active compounds read low. actives 0.95% (n = 340,000). AID 720553. activity change, % (tested at about 1.8 µM);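 active = maximum activity change below -70%; inconclusive = maximum activity change from -70% to -50%; inactive = maximum activity change above -50%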;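 also: thallium influx rate constant from kinetic fluorescence after stimulation buffer; % is scaled to controls: 0 for no effect and ±100 for the full control effect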
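We transduce U2OS cells with the mutant 3.1 virus, culture them overnight, load FluxOr with Red40 quencher for 45 min, then add stimulation buffer and read kinetically for 2 min to derive a normalized rate constant.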
TRPV1 agonist: activates the human vanilloid receptor TRPV1. Q8NER1. TRPV1-expressing cells, Fluo-8 calcium influx, agonist mode. activation, % at 8.33 µM. actives 0.19% (n = 320,000); in the data active = activation above about 80%; inconclusive = between about 30% and that limit; also: 0% is about no effect
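Cells expressing TRPV1 were dye-loaded with Fluo-8 and read kinetically: 10 s baseline, 3 min after compound (agonist portion), then 2 min after EC20 capsaicin (allosteric enhancer portion). Calcium-bound dye fluorescence at 480/520 nm.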
Numbers without * were called inactive; ? = inconclusive; nt = no result given; [ ] = dose if it differs, or a comment. Unless noted, calls follow the shape of the dose curve; as a rule, active = well fitted curve in the direction sought with a large enough effect; inconclusive = small, poorly fitted or top-dose-only effect, or another doubt; inactive = no such curve, though single readings can be large; an effect the other way counts as inactive or inconclusive. Only part of the results is shown (hit frequency here may not be typical).

Preview (two entries):
SMILES,KCNH2 WT inh,USP2a inh,ELG1 repair inh,AT treatment,KCNH2 3.1 block,Eya2 inh,TCR activator,TRPV1 agonist,Mito fusion yeast,TSHR antag
CC(C)=C(NC(=O)c1ccccc1)C(=O)N/N=C(\C)c1ccccc1O,-5,0%,1%,1%,3,3%,-1%[46.1 µM],0,-4%,-4
Cc1noc(C)c1CSCC(=O)OCc1nnc(-c2ccc([N+](=O)[O-])cc2)o1,45,4%,26%,15%,4,2%,-3%,nt,nt,nt

The whole of this part (from the top)
SMILES,KCNH2 WT inh,USP2a inh,ELG1 repair inh,AT treatment,KCNH2 3.1 block,Eya2 inh,TCR activator,TRPV1 agonist,Mito fusion yeast,TSHR antag
CC(C)=C(NC(=O)c1ccccc1)C(=O)N/N=C(\C)c1ccccc1O,-5,0%,1%,1%,3,3%,-1%[46.1 µM],0,-4%,-4
Cc1noc(C)c1CSCC(=O)OCc1nnc(-c2ccc([N+](=O)[O-])cc2)o1,45,4%,26%,15%,4,2%,-3%,nt,nt,nt
O=C(N/N=C/c1ccccc1OCC(=O)N1CCCC1)C(=O)Nc1ccccc1F,-1,-1%,?,2%,1,9%,4%[46.1 µM],-1,-9%,13
COc1cc(NC(=O)Cc2c(C(=O)O)[nH]c3ccccc23)cc(OC)c1OC,1,-2%,-6%,-1%,-4,-11%,nt,3,1%,8
CC(C)CN(C(=O)CN1CCN(c2ccc([N+](=O)[O-])cc2)CC1)c1c(N)n(CC(C)C)c(=O)[nH]c1=O,-11,-1%,2%,-4%,-7,-1%,-1%,3,-2%,-4
N#Cc1c(N)n[nH]c1-c1cc2c([nH]1)CCCC2,-7,4%,?,-4%,-11,-25%,-1%[46.1 µM],0,-1%,-5
OC(COc1ccc2cc(Br)ccc2c1)CN1CCOCC1 (stereo not drawn),10,1%,?,8%,-5,0%,-4%[46.1 µM],-1,-7%,-10
Cc1cc(C(=O)COC(=O)C2=NN(c3ccccc3)C(=O)CC2)c(C)n1CC(F)(F)F,5,1%,2%,-1%,-8,-7%,7%,-1,4%,9
CCN1C(=O)[C@@H]2[C@@H](c3ccc(-c4ccc5c(c4)OCO5)c(OC)c3)N3CCCC[C@@]3(C(=O)OC)[C@@H]2C1=O,-6,-2%,-23%,10%,5,8%,6%,1,21%,3
COc1cc(C2C(C(=O)c3ccc(C)o3)=C(O)C(=O)N2c2cc(C)on2)cc(Br)c1O (stereo not drawn),-7,2%,2%,-19%,-1,11%,-2%,6,1%,-7
C[C@]12C(=O)N(c3ccccc3)C(=O)N1[C@@H]1c3ccccc3OC[C@@H]1[C@H]2c1ccccc1,-16,3%,-7%,5%,-19,15%,2%,26,-1%,1
CN(CC(=O)Nc1ccccc1Cl)C(=O)c1ccc(N2CCCCCC2)c([N+](=O)[O-])c1,6,-10%,?,-5%,-9,-21%,-7%,28,12%,-13
OC(COc1ccc(OCC(O)CN2CCCCCC2)cc1)CN1CCCCCC1 (stereo not drawn),6,-1%,13%,-7%,4,3%,-2%,2,-3%,22
CCCS(=O)(=O)N1CCCC(C(=O)Oc2ccc(C)c(C)c2)C1 (stereo not drawn),-7,-2%,-5%,2%,7,-16%,nt,11,-2%,-9
Cc1ccc(C)c(SCC(=O)Nc2nnc(-c3ccccc3)o2)c1,4,1%,-1%,3%,13,-7%,2%,-3,-8%,-6
Nc1c(Cl)cc(-c2csc(N3CCCC3c3nc4cc(Cl)c(Cl)cc4n3CCOCCO)n2)cc1Cl (stereo not drawn),4,0%,-9%,3%,2,-13%,5%,?,-6%,-10
COc1ccc(S(=O)(=O)n2nc(OC(=O)c3c(-c4ccccc4Cl)noc3C)cc2N)cc1,-2,-16%,-13%,25%,-4,-4%,-4%,0,1%,-9
O=C(NC(=S)N1CCCCC1c1cccnc1)c1ccc(F)cc1 (stereo not drawn),-11,0%,1%,-4%,3,6%,-33%,-2,-7%,20
COc1ccccc1NS(=O)(=O)c1cc(C(=O)NCC(c2ccco2)N(C)C)ccc1C (stereo not drawn),-7,7%,-12%,3%,-9,-8%,7%,0,-4%,-7
CCN1CCCC1CNC(=O)C(=O)NCCc1ccc(OC)c(OC)c1 (stereo not drawn),-8,8%,10%,-1%,-8,-1%,4%,-6,20%,2
COc1ccc(NC(=O)Cc2coc3cc(C)ccc23)cc1S(=O)(=O)N1CCOCC1,1,0%,2%,-1%,9,9%,-1%[46.1 µM],1,4%,-8
CC(=O)c1[nH]c(C)c(C(=O)N2CCCC(Nc3ccc(C(C)C)cc3)C2)c1C (stereo not drawn),-13,0%,-2%,-6%,6,2%,-7%,16,0%,-19
COc1ccccc1-c1nnc(SCC(=O)N2CCCCC2)o1,-5,1%,?,17%,17,-15%,2%,5,0%,6
CCOC(=O)N1CCN(c2ccccc2O)CC1,0,1%,-3%,7%,-8,11%,0%,1,-3%,2
CCOC(=O)N1CCN(C(=O)c2cnn(-c3ccccc3)c2NC(=O)c2ccccc2F)CC1,-4,nt,nt,nt,-2,nt,3%,0,0%,nt
CCOC(=O)Nc1nc(-c2ccccc2)c(C(=O)c2ccccc2)s1,-7,-10%,?,-7%,0,-3%,9%,-1,5%,10
C=CCNC(=O)CCCCC(=O)NCC=C,4,2%,15%,3%,10,12%,-6%,0,0%,5
C1=C(c2ccco2)N2CCN=C2S1,-8,-2%,6%,-19%,1,-6%,nt,2,-1%,9
CC(C)(C)OC(=O)C(C)(C)O/N=C(\C(=O)O)c1csc(N)n1,0,2%,-4%,1%,-3,-6%,-6%,1,1%,0
COC(=O)C1CCCN1S(=O)(=O)c1ccccc1NC(=O)c1cc(OC)c(OC)c(OC)c1 (stereo not drawn),-11,-1%,-20%,10%,-12,7%,-4%,14,-3%,-5
O=C(CSc1nc2ccsc2c(=O)n1Cc1ccc(C(=O)O)cc1)NCc1ccco1,8,1%,6%,27%,-22,10%,-2%,3,-3%,-4
CCC(C)n1c(NC(=O)c2ccccc2)c(C#N)c2nc3ccccc3nc21 (stereo not drawn),-10,-1%,?,14%,-7,-12%,-2%,6,-1%,8
COc1ccc(CCNC(=O)[C@@H](NC(N)=O)C(C)C)cc1,-9,10%,8%,11%,-4,14%,-6%,3,0%,-1
O=C(CNC(=O)c1ccc(OC(F)F)cc1)NCC1(N2CCOCC2)CCCCC1,2,4%,22%,-3%,0,-2%,7%,0,-5%,1
Cc1cccc(NC(=O)CSc2ccc(-c3ccc4c(c3)OCO4)nn2)c1C,-5,5%,?,10%,-8,7%,2%[46.1 µM],-3,2%,6
Cc1ccc(C(=O)Nc2cccc(C(F)(F)F)c2)cc1Nc1ncnc2nc[nH]c12,-17,-1%,?,-13%,-2,-3%,nt,-2,3%,-2
CCN(CC)CCCN1C=C2C(=O)C(C)(OC(=O)C3CCCC3)C(=O)C=C2C=C1c1ccsc1 (stereo not drawn),21,-1%,3%,6%,2,5%,-1%,-4,11%,-5
O=C(N/C(=C/c1cccc([N+](=O)[O-])c1)C(=O)N1CCOCC1)c1ccc(Br)cc1,17,2%,?,2%,-12,-8%,-2%,-6,5%,18
O=C(NN=C1CCCCCCC1)c1ccccn1,-12,-3%,?,-3%,-1,-16%,5%,3,-2%,11
CNCc1cc2ccc(C)cc2[nH]c1=O,-2,2%,-6%,3%,-7,-13%,0%,-1,0%,-11
CC(C)(C)c1ccc(/C=C/C(=O)N2CCc3ccccc3C2)cc1,0,1%,0%,10%,2,?,-15%,?,-20%,3
CCN(C(=O)COC(=O)/C=C/c1cccc([N+](=O)[O-])c1)c1ccccc1,8,0%,12%,-4%,0,5%,4%,-1,-3%,-12
O=C(Nc1nc2ccc(S(=O)(=O)N3CCCCC3)cc2s1)C1CCCO1 (stereo not drawn),10,2%,-16%,8%,9,9%,-1%,-2,0%,-7
Cc1ccc(C)c(NC(=O)CN2C(=O)NC(CCc3ccccc3)C2=O)c1 (stereo not drawn),3,2%,?,11%,0,4%,1%[46.1 µM],nt,nt,2
COc1ccc(C)cc1S(=O)(=O)N(C)CC(=O)NCc1ccco1,1,0%,14%,-5%,17,-11%,2%,-2,-2%,1
COc1ccc(C2C(C(=O)Nc3cccc(C)n3)c3ccccc3C(=O)N2C)cc1 (stereo not drawn),-1,-2%,-11%,-2%,14,7%,0%,1,3%,-3
O=C1NC(=S)N/C1=C/c1cccc([N+](=O)[O-])c1,-1,3%,?,-1%,-1,8%,-3%,-2,9%,-13
